Keap1-Nrf2 PPI: inhibitors of human Keap1-Nrf2 protein-protein interaction; Keap1 Kelch-Nrf2 peptide fluorescence polarization, 1536-well; inhibition, % at 9.4 µM; hit rate 0.15% among 340,000; AID 504523; in the data active = inhibition above about 12%;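 note: human Keap1 Kelch domain with fluorescein labeled Nrf2 9mer peptide probe; 0% = neutral control wells and 100% = peptide positive control; higher means more block of Keap1 binding to Nrf2 peptide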
SR-BI uptake up: enhances SR-BI lipid uptake from DiI-HDL | CHO ldlA[mSR-BI] cells, DiI-HDL uptake fluorescence, 3 h; 100 = double the neutral-control signal | AID 504775 | activation, % at 12.5 µM | hit rate 0.096% among 320,000;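 active = mean replicate activation of at least 60% and every replicate at or above 60%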;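 note: 0% = median plate neutral-control signal and 100% = twice that signal; values of inactives mirror those of a sister screen read the other way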
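System: CHO ldlA[mSR-BI] cells / Medium: HEPES-buffered (25 mM, pH 7.4) F12 plus 0.5% BSA / Probe or stimulus: labelled HDL, 10 µg/mL / Doses: single compound concentration, delivered by pin transfer / Schedule: 3 h, 37 °C / Measured by: DiI fluorescence, bottom read / Measure: cell-associated DiI fluorescence as measure of HDL uptake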
PKA-R2B act: activators of human PKA-R2B complex; P22694+P31323; PKA-R2B holoenzyme dissociation, Cy5-IP20 fluorescence polarization; R2B truncated from residue 108, S112A mutant; 0% DMSO only, 100% 113 µM cGMP; activation, % at 11.4 µM; hit rate 0.079% among 340,000; AID 504700;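 active = activation above a cutoff set at the mean over all compounds plus 3 SD, cut at about 18% in these data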;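 note: higher means more holoenzyme dissociation and a rise in polarization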
SR-BI HDL uptake: mouse SR-BI HDL lipid transfer inhibition; ldlA[mSR-BI] CHO cells, DiI-HDL uptake fluorescence, 3 h; AID 488896; Q61009; inhibition, % at 12.5 µM; hit rate 0.96% among 320,000;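 active = mean replicate inhibition of at least 70% and a set share of replicates each scoring 70 or more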;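 note: 0% = median of neutral control wells and 100% = median of positive control wells; values of inactives mirror those of a sister screen read the other way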
LANA DNA inh: blocks KSHV LANA C-terminal domain binding to DNA | MBP-C-LANA/FAM-LBS DNA binding, fluorescence polarization | inhibition, % at 9 µM | hit rate 0.078% among 340,000 | AID 504423;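 active = highest replicate inhibition at or above 60% at 9 µM, even if other replicates fall short; inactive = all replicates below 60% inhibition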;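 note: 0% = neutral control wells and 100% = 4 µM acridine orange control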
NSD2 HMT inh: inhibitors of human histone methyltransferase NSD2. NSD2 peptide methylation, AlphaScreen, 120 min. hit rate 0.54% among 310,000. O96028. inhibition, % at 12.5 µM; in the data active = inhibition above about 50%
Target sequence (O96028 whole entry, looked up): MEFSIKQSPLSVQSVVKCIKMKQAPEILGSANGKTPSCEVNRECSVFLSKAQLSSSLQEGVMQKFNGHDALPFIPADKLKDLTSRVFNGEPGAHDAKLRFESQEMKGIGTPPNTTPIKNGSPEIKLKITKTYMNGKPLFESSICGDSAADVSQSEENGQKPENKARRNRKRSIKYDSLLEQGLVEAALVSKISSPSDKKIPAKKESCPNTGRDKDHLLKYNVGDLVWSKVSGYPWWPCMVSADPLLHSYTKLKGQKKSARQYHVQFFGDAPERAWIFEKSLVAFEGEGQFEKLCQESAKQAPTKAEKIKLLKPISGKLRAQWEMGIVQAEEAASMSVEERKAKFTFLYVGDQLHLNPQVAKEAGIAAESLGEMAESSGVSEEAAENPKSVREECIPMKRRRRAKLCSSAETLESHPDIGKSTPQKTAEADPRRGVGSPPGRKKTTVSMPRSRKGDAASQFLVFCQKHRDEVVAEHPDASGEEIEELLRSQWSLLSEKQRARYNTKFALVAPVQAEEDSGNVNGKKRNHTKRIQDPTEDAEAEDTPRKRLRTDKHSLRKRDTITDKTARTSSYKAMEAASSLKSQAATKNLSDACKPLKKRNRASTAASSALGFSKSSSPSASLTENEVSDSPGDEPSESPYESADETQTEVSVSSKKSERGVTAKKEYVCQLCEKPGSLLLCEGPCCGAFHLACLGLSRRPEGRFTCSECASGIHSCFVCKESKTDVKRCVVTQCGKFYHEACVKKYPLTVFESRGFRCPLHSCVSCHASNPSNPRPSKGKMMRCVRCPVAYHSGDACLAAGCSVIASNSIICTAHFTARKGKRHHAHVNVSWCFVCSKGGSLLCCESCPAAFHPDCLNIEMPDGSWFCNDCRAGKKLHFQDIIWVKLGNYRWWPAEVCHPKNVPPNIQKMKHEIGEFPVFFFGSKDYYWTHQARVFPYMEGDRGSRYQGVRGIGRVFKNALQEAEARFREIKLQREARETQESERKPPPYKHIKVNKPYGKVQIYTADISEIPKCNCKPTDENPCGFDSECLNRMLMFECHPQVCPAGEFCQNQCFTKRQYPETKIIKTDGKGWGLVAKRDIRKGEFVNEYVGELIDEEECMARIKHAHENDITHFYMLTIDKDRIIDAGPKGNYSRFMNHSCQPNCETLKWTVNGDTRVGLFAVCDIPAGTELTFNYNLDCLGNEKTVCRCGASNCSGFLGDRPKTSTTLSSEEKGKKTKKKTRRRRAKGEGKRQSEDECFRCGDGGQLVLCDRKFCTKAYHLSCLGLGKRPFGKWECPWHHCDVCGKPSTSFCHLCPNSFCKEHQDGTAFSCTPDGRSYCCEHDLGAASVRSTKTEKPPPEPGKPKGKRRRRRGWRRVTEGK
Cardiac RTF inh: cardiac RTF calcium desensitization; inhibition, % at 7.15 µM; P19429+P45379; hit rate 0.12% among 340,000; IANBD-labeled cardiac RTF, Ca2+ fluorescence;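 active = inhibition above the mean inhibition of all tested compounds plus 3 SD, cut at about 17% in these data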;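 note: assay run at fixed EC70 calcium of 1.6 mM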
PvdQ acylase: P. aeruginosa PvdQ acylase inhibition | purified PvdQ acylase, fluorescence plate reader | inhibition, % at 10 µM | hit rate 0.063% among 340,000 | AID 488965; in the data active = inhibition above about 30%, passing the limit was not always enough;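 note: 0% = vehicle neutral wells and 100% = reference inhibitor wells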
Arr AP2 block: inhibitors of human beta-arrestin and AP2 interaction; FITC-arrestin peptide / GST-AP2 beads, flow cytometry; AP2 beta2 appendage carries R879A mutation; inhibition, % at 10 µM; hit rate 0.31% among 340,000; AID 504490;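 active = inhibition above a set limit, near 3 SD of compounds lacking own fluorescence, cut at about 54% in these data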;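 note: plate controls were DMSO wells for no effect and 5 µM unlabelled arrestin peptide for full effect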
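Test system: GST-tagged AP2 beta2-adaptin appendage (R879A) on 4 µm glutathione beads; also added: fluorescein-tagged arrestin peptide at 50 nM final; timing: 12 min plus 1 h, RT; signal: flow cytometry, FL1 (488/535 nm); read-out: percent drop in bead-associated FITC signal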
DAGLB inhibitor: blocks human DAGLB lipase activity | AID 504411 | hit rate 0.059% among 340,000 | inhibition, % at 5.17 µM | HEK293T DAGLB membrane lysate, EnzChek fluorogenic substrate | Q8NCG7; in the data active = inhibition above about 34%;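 note: 0% = enzyme with vehicle and 100% = wells lacking enzyme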
Active calls of the source: *; . = no result given. Not a hit list. Share with any hit: about 2.1%.

SMILES	Keap1-Nrf2 PPI	SR-BI uptake up	PKA-R2B act	SR-BI HDL uptake	LANA DNA inh	NSD2 HMT inh	Cardiac RTF inh	PvdQ acylase	Arr AP2 block	DAGLB inhibitor
Cn1c(N)c(S(=O)(=O)N2CCN(c3ccccc3F)CC2)c(=O)n(C)c1=O	-4.5	7.0	4.1	-7.0	-0.2	-1.4	3.7	10.2	-1.5	3.2
CC1(C)CC(=O)c2c(nc(SCC(=O)Nc3nsc(-c4ccccc4)n3)c(C#N)c2-c2ccccc2)C1	-0.6	14.5	8.0	-14.5	-0.4	0.3	-9.2	-4.8	20.8	-4.2
CN(C)S(=O)(=O)c1ccc(C(=O)Nc2nc(-c3cc4ccccc4o3)cs2)cc1	0.8	-51.3	-10.8	51.3	0.5	1.4	2.0	12.2	41.0	-4.4
C=C(C)CNC(=S)Nc1cccc2cnccc12	-0.5	50.9	5.5	-50.8	1.4	0.0	-12.2	-10.8	14.8	0.7
CC1c2cc3c(cc2CCN1C(=O)c1ccc(C(F)(F)F)cc1)OCCCO3 (stereo not drawn)	-4.5	-1.6	1.7	1.6	0.6	-0.4	-7.4	-10.2	5.0	-4.8
O=C(CSc1nc2nc3c(cc2c(=O)n1-c1ccccc1)CCCC3)Nc1cccc2ccccc12	-8.7	5.7	19.2*	-5.7	2.8	-0.5	-11.9	-14.0	3.6	-1.1
CC(C)(CO)NCC(O)Cn1cc(C=O)c2ccccc21 (stereo not drawn)	-0.7	5.5	-6.2	-5.5	-0.4	-1.5	-5.3	7.2	28.4	0.8
CCOC(=O)c1c(NC(=O)c2ccc(S(=O)(=O)N(C)CC3CCCO3)cc2)sc2c1CC(C)(C)NC2(C)C (stereo not drawn)	-1.6	3.1	-9.6	-3.1	0.1	-4.1	-1.6	-3.7	4.3	-1.6
Cc1ccc(C)c(NC(=O)[C@@H]2CCCN2S(=O)(=O)c2ccccc2F)c1	-3.6	-4.3	-1.9	4.3	-1.4	-2.3	-1.9	-4.4	2.1	1.1
O=C1COc2ccc(C(=O)COC(=O)Cc3c(F)cccc3Cl)cc2N1	-3.5	-9.1	1.7	9.1	-1.1	-0.8	-31.5	10.8	22.7	-1.1
NC(=O)c1ccccc1NC(=O)C1CCCO1 (stereo not drawn)	-2.2	31.2	0.1	-31.1	21.2	6.0	4.7	8.5	16.6	-1.3
CCOC(=O)N1CCN(C(=O)c2cc(OC)cc(OC)c2)CC1	-0.1	17.4	-5.4	-17.4	-1.0	0.7	10.1	-3.8	-8.0	3.2
O=C1CC(C(=O)Nc2ccc(F)cc2)n2cnnc2N1 (stereo not drawn)	-2.0	1.4	3.4	-1.4	-1.4	0.1	5.8	10.1	-39.0	-1.2
CCOc1cc(/C=C\c2nc(O)c([N+](=O)[O-])c(=O)[nH]2)ccc1OC(C)C	-0.4	9.2	10.8	-9.2	-2.3	-0.5	-4.7	-9.9	-16.0	1.1
CCC(Oc1ccccc1)C(=O)NC1CCSC1=O (stereo not drawn)	-4.3	-2.6	-11.6	2.6	1.2	-3.3	3.0	-10.7	1.0	-2.1
CN(CCc1ccccn1)S(=O)(=O)c1ccccc1F	-3.1	26.4	7.4	-26.4	-0.9	-0.7	0.5	3.0	1.6	0.4
CCCN1CCC(NCC(C)c2ccccc2)CC1 (stereo not drawn)	1.1	3.9	-3.6	-3.9	0.7	10.7	-7.4	-6.4	5.4	-0.5
CCC1CCCCN1CCCn1c(=S)[nH]c2ccccc2c1=O (stereo not drawn)	-6.9	11.0	-1.3	-11.0	-0.7	2.0	-1.4	-10.4	0.6	1.4
CCOC(=O)c1ccccc1C(=O)N1CCOCCOCCOCC1	-4.8	-0.1	0.9	0.1	1.5	-0.7	-1.6	4.1	20.1	-0.2
CC1CCC(NC(=O)CNC(=O)c2cccs2)CC1 (stereo not drawn)	-4.7	9.9	-0.8	-9.9	1.0	0.2	-2.1	-17.3	-5.0	2.2
COc1ccc(NS(=O)(=O)c2cc(NC(=O)/C=C/c3cc(OC)c(OC)c(OC)c3)ccc2N2CCCCC2)cc1	-3.6	8.7	-15.3	-8.7	0.6	-3.9	-0.1	-8.5	1.7	-4.7
O=C(c1cc(-c2cccnc2)nc2ccccc12)N1CCN(S(=O)(=O)c2cccs2)CC1	-4.3	4.1	-3.6	-4.1	-0.8	-0.9	-1.6	-0.3	26.5	0.0
O=C(OCc1ccc(Cl)cc1Cl)c1cccnc1Cl	5.6	-5.6	-2.9	5.6	2.4	-3.2	-0.7	2.0	-2.8	-9.3
O=C1c2ccccc2C(=O)N1CCc1nc(-c2ccc(Cl)cc2)no1	-3.7	-8.8	-9.0	8.8	0.5	10.2	-11.5	-13.8	-0.4	-11.3
Cc1n[nH]c(C)c1Sc1ccccc1N	-3.6	-6.4	4.2	6.4	-0.1	-2.4	-8.2	-15.4	-3.3	1.6
Cc1noc(C)c1S(=O)(=O)Nc1ccc(C(=O)O)cc1	-0.9	14.3	5.5	-14.3	-0.6	0.6	-9.7	-6.6	-12.8	-2.8
CCCn1c(N)c(N(CCOC)C(=O)Cc2ccc(S(=O)(=O)N3CCOCC3)s2)c(=O)[nH]c1=O	5.1	49.1	-9.4	-49.1	5.3	-0.4	-2.0	-8.2	2.9	-1.4
CCOC(=O)Cc1csc(NC(=O)CSc2nnnn2-c2ccc(CC)cc2)n1	-9.4	-2.9	1.4	2.9	-1.3	-1.4	-5.6	19.7	8.7	-2.6
CN(CCc1ccccn1)C(=O)c1cccnc1Oc1ccc(Cl)cc1	5.4	-2.7	3.0	2.7	0.6	0.6	-5.7	-5.4	8.8	0.2
Cc1ccc(CS(=O)(=O)Cc2ccc(C(=O)NC3CC3)o2)cc1	-1.8	5.7	-0.3	-5.7	-1.1	0.9	0.8	-19.9	-13.7	0.6
Cc1ccc(-n2c(O)c(C=NC3CCS(=O)(=O)C3)c3ccccc3c2=O)cc1 (stereo not drawn)	1.6	15.9	-7.2	-15.9	-1.6	1.7	1.8	2.2	3.5	-1.7
COc1ccccc1NS(=O)(=O)c1ccc(O)c(C(=O)OCC(=O)N2c3ccccc3CC2C)c1 (stereo not drawn)	-3.8	.	1.8	.	1.2	-2.4	-15.1	-10.1	-14.1	0.5
CCOC(=O)n1c(O)c(N=NC(N)=S)c2cc(C)ccc21	-2.7	.	-0.1	.	-0.8	-0.8	3.0	-0.6	54.2*	-1.1
CN(C)S(=O)(=O)N1CCC(Oc2cccc(C(=O)NC3CCOC3)c2)CC1 (stereo not drawn)	-10.4	15.3	0.0	-15.3	-1.4	-1.8	-8.1	-13.3	3.8	2.0
N#Cc1ccc(C(=O)Nc2ccc([N+](=O)[O-])cc2)c(F)c1	0.0	-6.0	-14.5	6.0	-0.3	1.2	-1.6	-10.5	-7.0	-1.8
Cc1cc([N+](=O)[O-])ccc1NCc1ccccc1[N+](=O)[O-]	-1.0	-5.2	-4.5	5.2	0.8	2.0	4.5	4.3	28.9	-3.8

Part of the list above, showing only Cardiac RTF inh and SR-BI HDL uptake.
SMILES | Cardiac RTF inh | SR-BI HDL uptake
CCOC(=O)n1c(O)c(N=NC(N)=S)c2cc(C)ccc21 | 3.0 | .
Cc1noc(C)c1S(=O)(=O)Nc1ccc(C(=O)O)cc1 | -9.7 | -14.3
CN(CCc1ccccn1)C(=O)c1cccnc1Oc1ccc(Cl)cc1 | -5.7 | 2.7
N#Cc1ccc(C(=O)Nc2ccc([N+](=O)[O-])cc2)c(F)c1 | -1.6 | 6.0
Cc1cc([N+](=O)[O-])ccc1NCc1ccccc1[N+](=O)[O-] | 4.5 | 5.2

New compounds follow.
SMILES	Keap1-Nrf2 PPI	SR-BI uptake up	PKA-R2B act	SR-BI HDL uptake	LANA DNA inh	NSD2 HMT inh	Cardiac RTF inh	PvdQ acylase	Arr AP2 block	DAGLB inhibitor
CCN1C(Nc2ccccc2)=NC[C@@H]1C	6.9	-1.5	-1.8	1.5	-0.8	.	4.3	-10.6	-5.6	2.5
CCCCC(=O)NC(=S)NNS(=O)(=O)c1ccccc1	-5.4	9.3	-1.0	-9.3	-0.1	-0.8	-2.4	-15.1	-2.7	0.1
O=C(CSc1nc2ncc(Cl)cc2[nH]1)Nc1ccccc1-c1ccccc1	1.9	3.9	-9.5	-3.9	-2.0	3.4	0.4	3.3	32.1	-2.1
O=C(C[n+]1cc(-c2ccc(Cl)cc2)n2c1CCC2)Nc1nc(-c2ccccc2)cs1	-6.4	1.5	7.1	-1.5	-24.7	4.5	-7.8	-17.9	-5.1	3.3
NS(=O)(=O)c1ccc(CNC(=O)Cc2cccs2)cc1	-1.9	51.1	5.2	-51.1	-0.2	0.1	0.2	-3.7	0.2	-1.3
CCN(CC)C(=O)c1ccc(COc2ccccc2Cl)o1	-5.1	-3.3	-6.2	3.3	0.4	8.5	-5.0	15.3	7.4	-4.5
COc1ccc(C(CNC(=O)COc2ccccc2OC)N(C)C)cc1OC (stereo not drawn)	1.6	16.8	-4.4	-16.8	0.0	-0.6	-1.8	-3.2	-1.8	1.6
COc1ccc(S(=O)(=O)N(C)c2ccc(C(=O)NCc3ccco3)cc2)cc1	-0.1	-0.7	0.2	0.7	3.0	1.8	-0.5	-20.8	-6.1	-1.7
CCOC(=O)/C(C#N)=C\c1c(C)cc(C)c(COC(C)=O)c1C	1.2	-13.8	1.3	13.8	-0.1	-6.3	-0.5	-5.1	15.1	-0.3
CC1(C)NC(=O)N(Cc2cc(=O)n3ccsc3n2)C1=O	3.5	.	-13.2	.	1.3	-1.5	4.5	-4.5	-12.9	-3.8
Cc1cc(N2CCN(C(=O)c3ccco3)CC2)n2ncc(-c3ccccc3)c2n1	-0.7	-78.3	10.5	78.3*	1.9	-6.3	2.4	3.4	5.0	1.4
COc1ccc(OCc2nnc3n2N=C(c2ccc(Br)cc2)CS3)cc1	3.5	-0.9	-8.9	0.9	-1.1	.	3.1	-10.5	8.9	-5.7
CC(C)N(CCO)Cc1nc(C(c2ccccc2)c2ccccc2)no1	5.2	32.7	-0.3	-32.7	-1.4	1.2	0.0	-2.2	7.9	-4.3
CC(C)(C)Nc1nc(-c2ccccn2)nc2ccccc12	-3.6	-21.3	-2.7	21.3	0.5	20.5	-1.8	-1.3	-9.3	-0.2
CCc1ccc2oc(C(=O)N3CCN(c4ccc(OC)cc4)CC3)cc(=O)c2c1	-2.9	20.2	6.9	-20.2	-2.2	1.8	-7.7	2.9	4.0	-2.6

Bioassay records (PubChem)
